CatS inh: inhibitors of human cathepsin S, biochemical, compound mixtures | recombinant cathepsin S, AMC dipeptide fluorescence, pooled mixtures | inhibition, %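 (tested at 5 µM per compound within 10-compound mixtures)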 | actives 0.06% (n = 62,000); in the data active = inhibition above about 32%, passing the limit was not always enough; inconclusive = no clear call, values can overlap the other calls;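 also: 0% = enzyme without compound and 100% = blank without enzyme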
Target sequence (P25774 115-331 limits assumed): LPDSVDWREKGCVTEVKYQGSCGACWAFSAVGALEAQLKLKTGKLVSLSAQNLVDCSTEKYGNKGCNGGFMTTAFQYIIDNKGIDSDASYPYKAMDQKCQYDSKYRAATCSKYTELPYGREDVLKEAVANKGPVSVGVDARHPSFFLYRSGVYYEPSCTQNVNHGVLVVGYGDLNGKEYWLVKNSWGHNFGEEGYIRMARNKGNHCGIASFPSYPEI
CatL block: inhibitors of human cathepsin L, biochemical; Procathepsin L (Homo sapiens), P07711; actives 0.17% (n = 58,000); inhibition, %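 (tested at 10 µM)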; purified cathepsin L, fluorogenic substrate, fluorescence; in the data active = inhibition above about 45%;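 also: 0% = enzyme with no compound and 100% = no enzyme blank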
Target sequence (P07711 114-288 limits assumed): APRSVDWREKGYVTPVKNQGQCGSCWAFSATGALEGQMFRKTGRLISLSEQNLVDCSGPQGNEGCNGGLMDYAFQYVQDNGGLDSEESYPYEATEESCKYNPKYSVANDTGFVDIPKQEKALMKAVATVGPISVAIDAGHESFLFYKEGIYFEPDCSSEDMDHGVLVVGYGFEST
Target sequence (P07711 292-333 limits assumed): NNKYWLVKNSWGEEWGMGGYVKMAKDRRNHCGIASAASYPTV
PKA kinase inh: inhibitors of human PKA kinase activity, primary screen, biochemical, ATP-depletion luminescence, Kemptide substrate. inhibition, % at 6 µM. actives 0.1% (n = 65,000). PKA Kemptide phosphorylation, Kinase-Glo ATP luminescence. AID 524, 2006. cAMP-dependent protein kinase catalytic subunit alpha (Homo sapiens), P17612;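 active = inhibition above the screen-wide mean inhibition plus 3 SD, cut at about 21% in these data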; also: many of its hits are not listed in these tables
CatB mixtures: cathepsin B inhibitors from pooled compounds, primary screen, biochemical, compound mixtures, AMC fluorescence. P07858. Purified cathepsin B, AMC dipeptide fluorescence. inhibition, %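 (ten-compound pools at 5 µM per compound and 50 µM total)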. actives 0.06% (n = 62,000); in the data active = inhibition above about 22%, passing the limit was not always enough; inconclusive = no clear call, values can overlap the other calls;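 also: 0% = enzyme without compound and 100% = no enzyme blank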
ROCK2 blocker: inhibitors of human ROCK2 kinase, primary screen, biochemical, high-throughput, luminescence; Rho-associated protein kinase 2 (Homo sapiens), O75116; purified ROCK2, Kinase-Glo ATP depletion luminescence; inhibition, % at 6 µM; actives 0.35% (n = 60,000); AID 604, 2007;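 active = inhibition above the screen-wide mean inhibition plus 3 SD, cut at about 18% in these data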;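 also: plate controls were DMSO wells for no effect and Y-27632 control wells after no-enzyme background subtraction for full effect; many of its hits are not listed in these tables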
CatB block: human cathepsin B inhibitors, primary screen, biochemical, fluorogenic substrate; purified cathepsin B, fluorescence; inhibition, %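 (tested at 10 µM)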; actives 0.1% (n = 63,000); in the data active = inhibition above about 21%;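 also: 0% = enzyme with no compound and 100% = no enzyme blank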
C1s block: complement C1s protease inhibitors, primary screen, biochemical, 10-compound mixtures; Complement C1s subcomponent (Homo sapiens), P09871; purified C1s, fluorogenic AMC substrate, pooled mixtures; mean inhibition % of two 10-compound mixtures (stronger effect = higher value), % at 5 µM (by protocol); actives 0.16% (n = 62,000);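 active = inhibition above 20% in each of the two 10-compound mixture wells holding the compound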;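 also: 0% = enzyme wells lacking compound mixture and 100% = no-enzyme blank wells; some compounds called inactive have numbers as strong as hits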
Her2 expr inh: inhibitors of Her2 protein expression, primary screen, SKBR-3 cells, AlphaScreen, 66K library; SKBR-3 HER2 protein level, 18-24 h; stronger effect = lower value; HER2 level % of control, % at 10 µM; actives 0.69% (n = 65,000);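 active = HER2 level under 5% of the carrier-only control; inconclusive = no clear call, values can overlap the other calls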;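 also: 100% = DMSO carrier and 0% = 500 nM PU-H71 HSP90 inhibitor; lower value means stronger loss of Her2 protein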
CatG inh: human cathepsin G inhibitors, primary screen, biochemical, pooled compound mixtures, AMC fluorescence. P08311. purified enzyme, AMC-tetrapeptide fluorescence. inhibition, % at 5 µM (by protocol). actives 0.2% (n = 62,000). AID 581, 2007;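 active = inhibition above 20% in each of the two mixture wells holding the compound; inactive = inhibition of 20% or less in either well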;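 also: 0% = enzyme control without mixture and 100% = blank lacking enzyme; strong numbers were not always called active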
Target sequence (P08311 21-244 limits assumed): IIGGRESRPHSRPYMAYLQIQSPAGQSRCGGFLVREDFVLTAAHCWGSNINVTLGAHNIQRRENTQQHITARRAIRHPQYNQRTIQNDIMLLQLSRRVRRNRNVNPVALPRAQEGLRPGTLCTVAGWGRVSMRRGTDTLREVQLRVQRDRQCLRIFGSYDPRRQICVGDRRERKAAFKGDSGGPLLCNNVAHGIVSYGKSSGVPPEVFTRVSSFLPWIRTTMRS
Numbers without * were called inactive; ? = inconclusive; nt = not tested or not shown.

PKA kinase inh	C1s block	CatS inh	CatB mixtures	CatL block	CatG inh	CatB block	ROCK2 blocker	Her2 expr inh	Structure
13	0	-6	2	1	-5	1	7	79	COc1ccc(C)cc1S(=O)(=O)Nc1cccc(SC)c1
3	-13	-1	6	-2	0	0	4	89	CCOC(=O)c1c(NC(=O)Cc2cccs2)sc(C(=O)N2CCCCC2)c1C
9	-6	-7	-2	-2	-5	2	5	48	O=C(CCN1Cc2ccccc2C1)c1ccc2c(c1)OCCO2
-2	-1	15	4	6	0	-5	-3	94	O=C(Nc1nsc(-c2ccccc2)n1)c1cccs1
12	35	6	1	6	-7	3	5	82	COc1ccc2[nH]c(C)c(C(=O)CN(C)C)c2c1
8	-2	3	0	-2	-1	-1	0	104	CC(C)[C@@H]1NC(=O)N(c2ccc(Oc3ccccc3)cc2)C1=O
8	-6	7	6	18	9	1	3	100	O=C(Cn1[nH]c(=O)c2ccccc2c1=O)NCc1cccnc1
4	4	6	0	-3	-2	0	3	86	COc1cccc(-n2c(SC)nnc2-c2cnccn2)c1
14	10	-3	6	2	10	-1	12	108	O=C(Nc1ccccc1)N1CCCCC1c1cccnc1 (stereo not given)
-5	-33	6	-2	-65	-1	0	nt	92	O=C(Nc1cccc(-c2cn3cccnc3n2)c1)c1ccc2c(c1)OCO2
4	7	-3	0	11	7	1	1	108	COc1ccc(O)c(C(=O)c2cc(C#N)c(=O)n(CCN3CCOCC3)c2)c1
-1	1	7	2	1	3	2	0	80	C=CCSc1nnc(-c2ccccc2NC(C)=O)c(=O)[nH]1
3	-19	-5	-5	nt	6	-1	5	96	Cc1oc(/N=C/c2ccc(Cl)cc2Cl)c(C#N)c1C
3	23	-4	1	6	7	-1	0	103	CN(C)c1ccc(C(=O)c2ccccc2C(=O)O)c(O)c1
-2	4	8	6	-13	4	2	1	67	CCOC(=O)C1CCCN(C(=O)c2cc3c(=O)n4cccc(C)c4nc3n2C)C1 (stereo not given)
2	30	3	6	9	-11	4	-1	97	N#CC1(c2nc3ccccc3[nH]2)CC1c1ccc2c(c1)OCO2 (stereo not given)
6	1	32	-9	8	11	2	7	88	Cc1ccc(OCCCCn2ccnc2)c(Cl)c1
-4	-9	-3	-3	-6	-2	-4	-4	nt	COC(=O)c1ccc(CSc2ccc3nnc(-c4cccnc4)n3n2)o1
nt	-3	8	4	nt	-1	7	nt	98	Cc1noc(COc2ccc(OCc3nc(C)no3)cc2)n1
7	-24	9	-1	8	-7	8	1	120	COc1nc2ccccc2cc1-c1noc(-c2cccnc2)n1
10	-4	9	0	0	10	5	2	148	CCOC(=O)c1oc2ccccc2c1NC(=O)c1cccs1
0	2	-10	-6	-3	1	-5	0	120	COc1ccccc1N1CCN(C(=O)Cc2cccs2)CC1
10	3	0	0	nt	9	1	4	88	Cc1ccc(O)c(C(=O)c2cnc3c(c2)CN(CCC(C)C)C(=O)N3)c1
7	0	21	-7	-2	8	4	6	52	O=C1c2ccccc2C(=O)N1OCc1ccccc1
10	18	37	0	nt	11	5	2	85	O=C(NCCN1C(=O)C2C3C=CC(C3)C2C1=O)NCc1ccccc1 (stereo not given)
6	-18	17	-5	21	-4	-3	2	211	Cn1c(Cn2nnc3ccccc32)nnc1SCC(=O)N1CCc2ccccc21
10	14	1	4	2	9	1	6	109	CCCOc1ccc(CSc2ncn[nH]2)cc1
10	-3	1	1	6	-44	-3	8	88	CC(C)c1ccc(NC(=O)C2CC(=O)N(C(C)C)C2)cc1 (stereo not given)
4	13	9	0	19	14	8	6	108	CCOC(=O)N1CCC(NC(=O)CCC(=O)c2ccccc2)CC1
-1	8	-11	0	3	8	0	-4	106	NCC12CC3CC(C1)CC(CN)(C3)C2
-3	13	-1	4	4	13	4	3	157	CCC(=O)N1CCc2cc(S(=O)(=O)CCC(=O)NCc3ccc4c(c3)OCO4)ccc21
-2	14	4	6	21	9	0	-2	81	O=C(O)c1ccccc1S(=O)(=O)NCC(O)COC1CCCCC1 (stereo not given)
2	-4	-4	2	-5	7	-1	4	38	CSc1nc2c(cnn2-c2ccc(C)c(C)c2)c(=O)[nH]1
3	nt	nt	nt	8	nt	2	-7	77	C/C(=N\O)C1(C)N(O)C(C)(C)C(c2ccco2)=[N+]1[O-] (stereo not given)
-8	-6	2	6	-2	1	-2	5	88	Cn1c(=O)[nH]c(=O)c2c1nc(N1CCCCC1)n2CCSc1nc2ccccc2o1
1	12	5	6	18	-17	5	1	114	O=C1c2ccccc2C(=O)N1Cc1nc2ccccc2c(=O)n1CCCn1ccnc1
2	16	-1	2	-2	15	0	nt	45	COc1ccccc1CNC(=O)C1CCCN(S(=O)(=O)c2c(C)[nH]c(=O)[nH]c2=O)C1 (stereo not given)
2	11	-7	4	1	7	6	5	89	CCOc1ccc(NC(=O)CSc2nnc(C3CC3)n2N)cc1
3	8	13	6	10	11	4	1	91	O=C(Nc1ccccc1C(F)(F)F)c1cc(-c2ccc(O)cc2)on1
-2	3	-13	3	-5	-2	-6	-1	95	C/C(N)=C(/C#N)C(=O)COc1ncnc2ccc(Br)cc12
10	11	-6	6	5	14	4	5	90	COC(=O)[C@H]1C2CCC(C(=O)OC)(CC2)[C@H]1C(=O)OC
7	20	-2	4	8	11	4	4	67	CCn1c(SCC(=O)N2CCCC2)nc2c(c1=O)SC(C)C2 (stereo not given)
10	1	6	3	5	1	4	4	115	CC(=O)c1c(C)[nH]c(C(=O)NC2=NCCS2)c1C
-1	-3	12	-1	19	-4	3	nt	93	Cc1nc(N2CCN(C(=O)c3ccco3)CC2)c2c3c(sc2n1)CCC3
2	17	-3	3	-13	10	1	-2	82	Cc1cc(N)ccc1-n1c(C)ccc1C
14	8	1	5	-4	5	-1	7	91	Cn1c(=O)c(=O)n(C)c2cc(S(=O)(=O)N3CCCCC3)ccc21
7	-2	2	-3	4	-6	3	4	95	O=c1[nH]ncc2c3ccccc3n(Cc3ccccc3)c12
5	-20	-6	-3	3	-11	-1	3	129	O=S(=O)(NCC(c1cccnc1)N1CCN(c2ccc(F)cc2)CC1)c1cccs1 (stereo not given)
10	-55	-2	-8	nt	-5	-23	2	94	O=C(c1cc2c(ccc3ccccc32)oc1=O)N1CCN(CCO)CC1
-1	-11	-3	-1	23	-14	3	-1	168	Cc1cc(NC(=O)c2oc3ccccc3c2C)ccc1-n1cnnn1
8	-10	19	1	6	0	2	3	99	Cn1c(-c2ccc(C(C)(C)C)cc2)n[nH]c1=S
-2	7	-2	5	15	8	5	-1	158	O=C1c2ccccc2C(=O)N1CC1c2ccccc2CCN1S(=O)(=O)c1cnc[nH]1 (stereo not given)
-5	-1	4	-3	15	3	-5	3	98	CCOC(=O)c1cccc(Nc2nc(C)cc(C)n2)c1
7	-40	10	6	2	-8	5	-8	86	C=CCn1c(N)c(-c2nc3ccccc3n2C)sc1=S
-5	6	-6	-3	nt	3	10	-10	84	COC(=O)C1C(O)=C(C(C)=N)C(=O)CC1(C)C (stereo not given)
9	-1	-3	3	nt	7	0	2	111	CCN(c1ccccc1)S(=O)(=O)c1ccc(N)cc1
7	-11	2	2	nt	6	4	6	75	COc1ccccc1CNC(=O)c1cc2c(=O)n(C)c3ccccc3c2n1C
-3	4	11	-1	0	5	0	0	104	CC(=O)c1c(C)[nH]c(C(=O)OC2CCCCC2=O)c1C (stereo not given)
-2	11	4	7	20	11	3	0	95	CCOCCCNC(=O)CC1Oc2ccc(C)cc2NC1=O (stereo not given)
nt	-12	-6	-7	-5	-3	-6	nt	137	CCSc1nnc(NC(=O)C2CC=CCC2C(=O)O)s1 (stereo not given)

Another view of some results above:
Structure	PKA kinase inh	C1s block	CatS inh	CatB mixtures	CatL block	CatG inh	CatB block	ROCK2 blocker	Her2 expr inh
CCOc1ccc(NC(=O)CSc2nnc(C3CC3)n2N)cc1	2	11	-7	4	1	7	6	5	89
O=C(Nc1ccccc1C(F)(F)F)c1cc(-c2ccc(O)cc2)on1	3	8	13	6	10	11	4	1	91

Next entries.
PKA kinase inh	C1s block	CatS inh	CatB mixtures	CatL block	CatG inh	CatB block	ROCK2 blocker	Her2 expr inh	Structure
-1	9	9	2	nt	10	-1	nt	81	COc1ccc(O)c(-c2[nH]ncc2C(=O)c2ccccc2C)c1
5	11	-1	6	-6	16	0	2	106	O=C(CSc1nnnn1-c1ccc(Cl)cc1)N1CCc2ccccc2C1
10	47	10	0	11	48	10	4	121	Cn1c(Cc2ccccc2)nnc1SCC(=O)Nc1ccccc1N1CCOCC1
9	-7	0	3	14	-1	-1	5	85	O=C(NCCc1c[nH]c2ccccc12)C1Cc2ccccc2CN1C(=O)c1ccco1 (stereo not given)
7	-4	9	3	15	11	2	4	103	Cc1c(Cl)cccc1N1CC(C(=O)Nc2nccs2)CC1=O (stereo not given)
1	0	-4	-1	4	-3	5	-3	108	COc1ccc(C(c2sc3nc(C)nn3c2O)N2CCN(CCO)CC2)cc1OC (stereo not given)
10	0	?	-1	15	8	2	5	103	O=C(O)C1NCCc2ccccc21 (stereo not given)
7	5	-3	4	-2	10	6	10	119	CN(CC(=O)NCCCN1CCOCC1)S(=O)(=O)c1ccc(Br)cc1
0	-8	14	0	9	-9	4	3	97	CCN(CC)/C(=N/O)NC(=O)NS(=O)(=O)c1ccc(C)cc1
3	11	2	0	8	10	3	4	87	Cc1cccc(NC(=O)COc2ccccc2)c1
4	2	-6	3	-17	-1	-3	8	100	CC(=O)N1C(=O)N(C)C2C1N(C)C(=O)N2C(C)=O (stereo not given)
-3	-21	-3	4	-4	-5	-2	-3	52	Cc1cc(S(=O)(=O)N2CCC(NC(=O)C34CC5CC(CC(C5)C3)C4)CC2)ccc1-n1cnnn1
9	4	-1	5	5	12	2	7	95	CCC(=NCCc1ccccc1)C1=C(O)CCC1=O
-5	-1	4	-6	13	9	-1	-2	120	CC(C)CNC(=O)c1ccccc1NC(=O)c1ccc(CN2CCOCC2)cc1
-9	-9	-17	2	-6	7	5	2	74	COc1ccc(C(=O)NC2(C(F)(F)F)N=C3SCCN3C2=O)cc1 (stereo not given)
nt	2	-4	4	nt	7	6	nt	101	O=C(CCNc1cccc(C(F)(F)F)c1)c1ccco1
6	12	-6	4	8	8	-5	5	98	O=C(N1CCCCCC1)N1CCN(S(=O)(=O)N2CCCCC2)CC1
4	56	7	3	nt	11	2	7	52	COC(=O)c1ccc(NS(=O)(=O)c2ccc(SC)cc2)cc1
-1	13	13	6	-4	10	8	1	111	Cc1cc(C)c(OCC(=O)Nc2nnn(C)n2)c(Br)c1
6	2	5	0	32	11	3	2	96	CCOC(=O)Cn1c(=O)c2c(nc(Br)n2Cc2ccc(Cl)cc2)n(C)c1=O
12	18	-1	6	-9	10	1	5	84	NC(=O)c1c(NC(=O)C2CCCO2)sc2c1CCC2 (stereo not given)
-6	12	14	4	nt	7	nt	0	117	CCN(CC)C(=O)C1CCCN(Cc2cccc(F)c2)C1 (stereo not given)
2	0	-5	-1	3	0	-1	nt	111	CC1(C)CC(=O)C(/C=N/c2ncccc2C(=O)O)=C(O)C1

Bioassay records (PubChem BioAssay)

Some of the compounds tested, so the mix of outcomes need not match the whole.
